# Source: PubChem (National Center for Advancing Translational Sciences (NCATS))
# N370S GC = qHTS Assay for Inhibitors and Activators of N370S glucocerebrosidase as a Potential Chaperone Treatment of Gaucher Disease. Lysosomal acid glucosylceramidase (Homo sapiens), P04062. N370S GC spleen homogenate, 4MU-glucoside fluorescence. Potency, µM (titrated, usually from 59.4 µM), inactives show top-dose activity change, negative = inhibition, most hits filed as inhibitors. 330,000 tested, 0.092% active. AID 2101, 2009;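 further: 0% = full enzyme activity and -100% = no enzyme basal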
# FEN1 inhibitor = qHTS Assay for the Inhibitors of Human Flap endonuclease 1 (FEN1); P39748; 390,000 tested, 0.35% active; Recombinant FEN1 flap cleavage, fluorescence, 15 min; Potency, µM (doses to about 114 µM), without a hit: top-dose activity change, negative = inhibition, usual class: inhibitors; further: nearly all actives have a fitted effect of over 65% in size
#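 Enzyme 10 nM, 15 min RT preincubation with compound; start with substrate 50 nM final; reads at 0 and 15 min; qHTS titration, four-parameter Hill fit.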
# GCN5L2 inh = qHTS Assay for Inhibitors of GCN5L2 | Histone acetyltransferase KAT2A (Homo sapiens), Q92830 | GCN5L2 HAT assay, ThioGlo1 CoA-SH fluorescence | Potency, µM (top dose mostly 58.9 µM), inactives show at the top dose activity change, negative = inhibition, usual class: inhibitors | 390,000 tested, 0.21% active | AID 504327, 2011
# Target sequence (Q92830 whole entry, looked up): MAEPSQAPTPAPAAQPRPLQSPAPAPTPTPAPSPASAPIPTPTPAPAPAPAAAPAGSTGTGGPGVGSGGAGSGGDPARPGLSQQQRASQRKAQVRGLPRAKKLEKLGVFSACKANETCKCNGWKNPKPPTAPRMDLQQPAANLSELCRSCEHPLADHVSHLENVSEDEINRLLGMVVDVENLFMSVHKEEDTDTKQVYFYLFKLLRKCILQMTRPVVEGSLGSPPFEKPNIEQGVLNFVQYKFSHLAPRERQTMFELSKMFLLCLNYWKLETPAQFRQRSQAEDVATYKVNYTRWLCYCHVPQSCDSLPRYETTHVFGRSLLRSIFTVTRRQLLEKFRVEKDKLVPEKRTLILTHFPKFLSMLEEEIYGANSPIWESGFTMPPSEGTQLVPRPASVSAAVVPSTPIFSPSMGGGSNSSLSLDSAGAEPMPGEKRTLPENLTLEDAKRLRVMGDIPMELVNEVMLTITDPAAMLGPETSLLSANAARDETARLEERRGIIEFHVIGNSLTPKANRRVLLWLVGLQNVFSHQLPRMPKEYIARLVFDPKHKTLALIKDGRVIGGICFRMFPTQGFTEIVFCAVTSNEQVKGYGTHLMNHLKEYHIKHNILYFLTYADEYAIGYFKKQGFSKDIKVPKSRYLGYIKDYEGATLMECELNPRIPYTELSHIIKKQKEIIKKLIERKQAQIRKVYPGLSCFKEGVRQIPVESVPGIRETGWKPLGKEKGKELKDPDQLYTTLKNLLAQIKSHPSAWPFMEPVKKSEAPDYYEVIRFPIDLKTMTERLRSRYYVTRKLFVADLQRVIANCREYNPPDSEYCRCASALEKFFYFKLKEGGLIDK
#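 GCN5L2 (20 nM) in 50mM HEPES pH 7.5, 0.1mM EDTA, 0.01% Tween-20 preincubated 15 min with compounds at room temperature. Reaction started with H3(1-25) 75uM, acetyl-CoA 70uM, ThioGlo1 50uM; CoA-thiol fluorescence (Ex340/Em540) read at 0 and 20 min.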
# An asterisk follows results filed as active; u = inconclusive; x = no result given; & = joins results of further samples; [ ] = another dose, or the depositor's remark. The call rests on the fitted dose curve; in most records, active means well fitted curve in the direction sought with a large enough effect; inconclusive means small, poorly fitted or top-dose-only effect, or another doubt; inactive means no such curve, though single readings can be large; an effect the other way counts as inactive or inconclusive. Unless noted, on the % scale 0 is the no-effect control and ±100 the full control effect; potency means the concentration at half of the fitted maximal effect. Not a hit list (roughly 0.54% active in at least one column).
GCN5L2 inh	FEN1 inhibitor	N370S GC	Structure
-7%	1%	-5%	COc1ccc(OC(C)C(=O)N(C)Cc2nc(-c3ccccc3)no2)cc1 (stereo not drawn)
-4%	-1%	-15%	COc1ccccc1CN(C)CC(=O)NC1CCCc2ccccc21 (stereo not drawn)
u	8%	-3%	COCCC(=O)N1CCC(Oc2ccc(C(=O)NCCc3ccccn3)cc2)CC1
-4%	23%	x	CSc1ccc(CNC(=O)Cn2c(-c3cccs3)cc3cc(F)ccc32)cc1
4%	5%	x	CCOc1ccc(NC(=O)N2CCN3CCCCC3C2)cc1 (stereo not drawn)
-4%	-2%	20%	CCCCCN1N=C(C)CC1=O
0%	-2%	-10%	CC1Cc2ccccc2N1C(=S)Nc1ccc(S(N)(=O)=O)cc1 (stereo not drawn)
-5%	12%	-19%	CCCCNC(=S)NNC(=O)C1=NN(c2cc(C)ccc2C)C(=O)CC1
-3%	7%	x	COc1ccc(-c2c3c(=O)n(C)c(=O)n(C)c3c3c(-c4cccc(C)c4)nc4ccccc4n23)cc1
0%	1%	2%	CCCN(Cc1cc2cc(OC)ccc2[nH]c1=O)C(=O)c1ccco1
-8%	-18%	7%	Cc1ccc(CN(C(=O)c2cc(=O)c3cc(Cl)c(C)cc3o2)C2CCS(=O)(=O)C2)cc1 (stereo not drawn)
3%	-3%	x	Cc1ccc(C(=O)c2oc3ccccc3c2NC(=O)COc2ccc(C(C)C)cc2)cc1
1%&1%	-10%&-1%	-7%	CCCCNC(=O)CCn1c(=O)c2ccccc2n(Cc2cc(C)ccc2C)c1=O
-4%	6%	-10%	Cn1c(N2CCOCC2)nc(-c2ccccc2)c1-c1ccccc1
-5%	-6%	11%	COC(=O)c1ccccc1NC(=O)CSc1nc(-c2ccco2)cc(C(F)(F)F)n1
4%	8%	-14%	CCCn1c(C(CO)Nc2nc(C)cs2)nc2ccccc21 (stereo not drawn)
0%	-6%	-1%	CCCNS(=O)(=O)c1cc(CN2C(=O)c3cccnc3C2=O)ccc1OC
-7%	10%	-10%	CCN(CC)C(=O)CN1C(=O)c2cccc3cccc1c23
-1%	-1%	0%	Cc1c2cnn(CC(=O)O)c(=O)c2c(C)n1Cc1ccccc1
1%	-14%	14%	COc1ccc(C(=O)N=C2SC3CS(=O)(=O)CC3N2c2ccccc2)cc1OC (stereo not drawn)
-12%	-10%	16%	CCOC(=O)c1c(-c2ccc(C)o2)csc1NC(=S)NC(=O)c1ccc(F)cc1
-5%	11%	0%	CCOC(=O)CSc1nc2ccccc2c(=O)n1CCN1CCOCC1
-6%	15%	-4%	CCCCNC(=O)C1CCCN(S(=O)(=O)c2c(C)noc2/C=C/c2cccs2)C1 (stereo not drawn)
-10%	-1%	0%	CC(=O)Nc1ccc(NC(=O)c2ccccc2N(Cc2ccccc2)S(C)(=O)=O)cc1
-10%	-2%	-2%	O=C(C[n+]1cc[nH]c1)c1ccc(Cl)cc1

# Copied from the list.
# In GCN5L2 inh, CCCCNC(=O)CCn1c(=O)c2ccccc2n(Cc2cc(C)ccc2C)c1=O shows 1%&1%
# In GCN5L2 inh, Cc1ccc(C(=O)c2oc3ccccc3c2NC(=O)COc2ccc(C(C)C)cc2)cc1 shows 3%

# (further entries)
GCN5L2 inh	FEN1 inhibitor	N370S GC	Structure
-16%	6%	2%	CCC(C)(C)n1nnnc1C(c1cc2cc(OC)ccc2[nH]c1=O)N1CCc2ccccc21 (stereo not drawn)
-10%	-1%	-17%	CCc1ccc(NC(=O)C(=O)N/N=C(\C)CC(=O)NCc2ccc(Cl)cc2)cc1
-5%	-18%	-6%	Cc1cc(C)c2oc(C(=O)Nc3ccc(S(=O)(=O)Nc4nccs4)cc3)cc(=O)c2c1
-2%	8%	4%	O=C(CCC1CCCCC1)Nc1ncn[nH]1
3%	2%	1%	Cn1c(SCc2ccc(Br)cc2)nnc1-c1ccccn1
0%	-2%	x	COc1cccc(N2CC(NC(=O)c3cc(Cl)ccc3OC)CC2=O)c1 (stereo not drawn)
0%	-1%	-13%	COc1ccc(N2CCN(c3ccc([N+](=O)[O-])cc3Cl)CC2)cc1
u	3%	-5%	CC[N+](C)(CC)CCOC(=O)C1c2ccccc2Oc2ccccc21
-6%	21%	x	Cc1noc(C)c1CSCC(=O)N(C)CC(=O)Nc1ccccc1C(F)(F)F
3%	x	-17%	COc1ccc(CCNC(=O)C2CCCCC2C(=O)O)cc1OC (stereo not drawn)
u	7%	5%	CC(=O)N1N=C(c2ccncc2)CC1c1ccccc1O (stereo not drawn)
-26%	-1%	-1%	COC(=O)c1ccccc1-c1ccc(/C=N/Nc2nc(N3CCCC3)nc(N3CCCC3)n2)o1
-5%	-9%	x	COc1ccc(NC(=O)CSc2cn(CC(=O)N3CCCCC3)c3ccccc23)c(OC)c1
-1%	7%	2%	COc1cccc(C(=O)COc2ccccc2N2C(=O)C3C4C=CC(C4)C3C2=O)c1 (stereo not drawn)
50%[activator]	2%	2%	Cc1ccc(N2CCN(C3=NC(=O)/C(=C\c4cn[nH]c4-c4ccccc4)S3)CC2)cc1
5%	-3%	x	CCOc1ccc(S(=O)(=O)Nc2cc3c(C(=O)OCc4ccccc4)c(C)oc3c3ccccc23)cc1
4%	7%	12%	CC(C)(C)c1nnc(NC(=O)Nc2ccc(Cl)cc2)s1
u	0%	-1%	Cc1ccc(Cl)cc1N1CCN(C(=O)Cc2c(C(=O)O)[nH]c3ccc(Cl)cc23)CC1
-4%	3%	-17%	COc1ccc(Nc2c3c(nc4ccccc24)CCCC3)cc1OC
-1%	-5%	-4%	Cc1nnc(SCC(=O)NNC(=O)C(C)C)[nH]c1=O
-7%[0.501 µM]	-1%	u	CC(C)OC(=O)c1c(N)n(CCCN2CCOCC2)c2nc3ccccc3nc12
u	0%	-4%	CN(C)c1ccc(C(C#N)c2ccccc2)nn1 (stereo not drawn)
-2%	5%	3%	CC(=O)c1ccc(NC(=O)CSC(C)C)cc1
-7%	6%	5%	O=c1[nH]c(=O)n(Cc2ccco2)c2c1C(C(F)(F)F)(C(F)(F)F)N=C(CCC1CCCCC1)N2
-4%	-3%	-7%	COc1ccc(CCNC(=O)CSc2nc3[nH]ncc3c(=O)n2-c2ccc(Cl)cc2Cl)cc1OC

# The results go on.
GCN5L2 inh	FEN1 inhibitor	N370S GC	Structure
u	-14%	5%	COc1ccc(C2=NS(=O)(=O)N(C)C(C(=O)NC3CCCCC3)=C2)cc1OC
-8%	1%	x	Cc1ccc(NC(=O)C2CCCN(c3nnc(-n4c(C)ccc4C)s3)C2)cc1Cl (stereo not drawn)
-14%	-19%	8%	Cc1cccc(Cn2nc(C(C)(C)C)cc2C(=O)Nc2ccc(F)cc2)c1
1%	-8%	-2%	CCCCC[C@H]1CN(CCCC)C(=O)[C@@H]1CC(=O)NCc1ccccc1
u	4%	-7%	O=C(O)c1cc2cccc(S(=O)(=O)N3CCOCC3)c2cc1O
u	37%[activator]	-3%	COC(=O)Cc1ccc(NC(=S)NCc2ccc(S(N)(=O)=O)cc2)cc1
0%	-4%	-2%	COc1cccc(NC(=O)C(C#N)Cc2ccncc2)c1 (stereo not drawn)
1%	-7%	2%	O=C(Nc1ccccc1)N(Cc1cccs1)C1CCCC1
-3%	-2%	x	COc1ccc(NC(=O)N(C)C[C@H]2Oc3c(NC(=O)Nc4c(C)noc4C)cccc3C(=O)N([C@H](C)CO)C[C@@H]2C)cc1
-16%	7%	-13%	CNC(=O)COC(=O)/C=C/c1ccc(F)cc1
0%	17%	-6%	CC(=O)Nc1ccccc1NC(=O)C/C(C)=N/NC(=O)c1ccc([N+](=O)[O-])c(Cl)c1
3%	-10%	-3%	CCN(CC)CCCn1c(C)cc2c(c1=O)C(c1cc(OC)c(OC)cc1OC)C(C#N)=C(N)O2 (stereo not drawn)
-3%	u	15%	CCOC(=O)c1c(NC(=O)CSc2nc3cccnc3n2C)sc(C(C)=O)c1C
-7%	-19%	-1%	COc1cc(C2NC(=O)NC(c3ccccc3)=C2C(C)=O)ccc1OCC(=O)O (stereo not drawn)
-6%	8%	-2%	CCCc1cc(=O)[nH]c(SCC(=O)NCc2ccc3c(c2)OCO3)n1
-4%	x	-5%	OC[C@H]1O[C@@H](O[C@@H]2[C@@H](CO)O[C@](O)(CO)[C@H]2O)[C@H](O)[C@@H](O)[C@H]1O
-2%	-3%	4%	COc1cccc(OCC(=O)O)c1
-7%	-10%	x	COc1ccc(CCCc2nnc(SCC(=O)Nc3ccc(C)cc3)o2)cc1
-4%	-8%	-17%	CC(=O)N1CCOc2ccc(S(=O)(=O)NCC3CCC(C(=O)Nc4ncccc4C)CC3)cc21 (stereo not drawn)
3%	15%	-3%	CCCC(C)C(=O)Nc1ccc(S(=O)(=O)Nc2nccc(C)n2)cc1 (stereo not drawn)
-8%	-16%	27%	COc1ccc(N2C(=O)N(Cc3ccc(C)cc3)c3ccccc3S2(=O)=O)cc1
-3%	-2%	-5%	OCC[C@@H]1C[C@@H](O)[C@H](O)[C@@]2(CCc3ccccc3CO2)O1
-3%	3%	7%	Cc1nc2sc(C(=O)Nc3ccccc3Cc3ccccc3)c(C)c2c(=O)[nH]1
-3%	-11%	x	COc1cc(NC(=O)Cn2cnc3c(OCc4ccccc4)ncnc32)cc(OC)c1OC
-13%	1%	1%	O=C(CCCOc1ccccc1)NN1C(=O)NC2(CCCCC2)C1=O

# The list continues.
GCN5L2 inh	FEN1 inhibitor	N370S GC	Structure
-3%	-14%	x	COc1ccc(N2CCN(C(=O)CCS(=O)(=O)c3cc4c(cc3Cl)NC(=O)CO4)CC2)cc1
-8%	2%	5%	O=S(=O)(Nc1ccc(C(F)(F)F)cc1)c1cccs1
0%	0%	u	COCCn1c(=O)[nH]c(=O)c2c(C(F)(F)F)cc(-c3cccs3)nc21
-1%	4%	12%	CC(C)[C@H](NC(=O)OCc1ccccc1)C(=O)OCC(=O)Nc1c(F)cccc1F
-2%	0%	-9%	C=CCn1c(SCC2=C(C(=O)OCC)C(C)NC(=O)N2)nnc1C1CCCCC1 (stereo not drawn)
-17%	-16%	x	CCCCC1CCC(C(=O)N2CC(=O)Nc3ccc(Cl)cc3C2c2ccc(F)cc2)CC1 (stereo not drawn)
-5%	2%	u	COc1ccccc1-n1cnc2cc(NCc3ccccn3)ccc21
4%	-4%	10%	Nc1ccnn1Cc1ccc(Br)s1
-4%	2%	x	CC(C)c1ccc(NC(=O)Cn2nnc(C(=O)NCc3ccc(Cl)cc3)c2N)cc1
-1%	11%	-1%	CCn1c(O)c(/C=N/N=C2CCCC2)c2ccc(C3=NNC(=O)CC3)cc21
-3%	-4%	15%	CCCCn1c(=O)[nH]c(=O)c2c1nc(CN1C(=O)c3ccccc3S1(=O)=O)n2CCC
-7%	4%	6%	COCc1cc(=O)n2[nH]c(SCc3ccccc3)nc2n1

# 19 consecutive compounds already listed:
GCN5L2 inh	FEN1 inhibitor	N370S GC	Structure
-4%	-8%	-17%	CC(=O)N1CCOc2ccc(S(=O)(=O)NCC3CCC(C(=O)Nc4ncccc4C)CC3)cc21 (stereo not drawn)
3%	15%	-3%	CCCC(C)C(=O)Nc1ccc(S(=O)(=O)Nc2nccc(C)n2)cc1 (stereo not drawn)
-8%	-16%	27%	COc1ccc(N2C(=O)N(Cc3ccc(C)cc3)c3ccccc3S2(=O)=O)cc1
-3%	-2%	-5%	OCC[C@@H]1C[C@@H](O)[C@H](O)[C@@]2(CCc3ccccc3CO2)O1
-3%	3%	7%	Cc1nc2sc(C(=O)Nc3ccccc3Cc3ccccc3)c(C)c2c(=O)[nH]1
-3%	-11%	x	COc1cc(NC(=O)Cn2cnc3c(OCc4ccccc4)ncnc32)cc(OC)c1OC
-13%	1%	1%	O=C(CCCOc1ccccc1)NN1C(=O)NC2(CCCCC2)C1=O
-3%	-14%	x	COc1ccc(N2CCN(C(=O)CCS(=O)(=O)c3cc4c(cc3Cl)NC(=O)CO4)CC2)cc1
-8%	2%	5%	O=S(=O)(Nc1ccc(C(F)(F)F)cc1)c1cccs1
0%	0%	u	COCCn1c(=O)[nH]c(=O)c2c(C(F)(F)F)cc(-c3cccs3)nc21
-1%	4%	12%	CC(C)[C@H](NC(=O)OCc1ccccc1)C(=O)OCC(=O)Nc1c(F)cccc1F
-2%	0%	-9%	C=CCn1c(SCC2=C(C(=O)OCC)C(C)NC(=O)N2)nnc1C1CCCCC1 (stereo not drawn)
-17%	-16%	x	CCCCC1CCC(C(=O)N2CC(=O)Nc3ccc(Cl)cc3C2c2ccc(F)cc2)CC1 (stereo not drawn)
-5%	2%	u	COc1ccccc1-n1cnc2cc(NCc3ccccn3)ccc21
4%	-4%	10%	Nc1ccnn1Cc1ccc(Br)s1
-4%	2%	x	CC(C)c1ccc(NC(=O)Cn2nnc(C(=O)NCc3ccc(Cl)cc3)c2N)cc1
-1%	11%	-1%	CCn1c(O)c(/C=N/N=C2CCCC2)c2ccc(C3=NNC(=O)CC3)cc21
-3%	-4%	15%	CCCCn1c(=O)[nH]c(=O)c2c1nc(CN1C(=O)c3ccccc3S1(=O)=O)n2CCC
-7%	4%	6%	COCc1cc(=O)n2[nH]c(SCc3ccccc3)nc2n1
